# HEK cytotox: kills HEK 293 cells; HEK 293 viability, ATP luminescence (CellTiter-Glo), 48-72 h; Potency, µM (highest dose often 115 µM), without a hit: at the top dose activity change, negative = cytotoxicity, actives largely listed as inhibitors; 94,000 compounds, 6.6% hits; further: potency means the concentration at half of the fitted maximal effect; nearly all actives have a fitted effect of over 60% in size
#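 Cytotoxicity was scored by loss of ATP-coupled luminescence (CellTiter-Glo) in HEK 293 cells. Compound treatment ran 48 or 72 hr at 37 degree Celsius, 5% CO2, 95% humidity.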
# 3T3 cytotox: NIH 3T3 cell cytotoxicity; NIH 3T3 viability, CellTiter-Glo ATP luminescence, 48-72 h; Potency, µM (titrated, usually from 96.7 µM), inactives show at the highest dose activity change, negative = cytotoxicity, actives largely listed as inhibitors; 94,000 compounds, 4.3% hits; AID 1345082; further: potency means the concentration at half of the fitted maximal effect; nearly all actives have a fitted effect of over 55% in size
#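 ATP-dependent luminescence (CellTiter-Glo) served as the viability signal for NIH 3T3 cells treated with compound for 48 or 72 hr at 37 °C.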
# IP6K1 inhibitor: inhibitors of human IP6K1; activity change, % (series mostly up to about 58 µM); 140,000 compounds, 0.81% hits; IP6K1 kinase, ADP-Glo luminescence, 2 h; stronger effect = lower value; in the data active means activity change below about -25%
#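 ADP-Glo luminescence measures ADP made by human IP6K1 during a 2 h RT reaction with ATP/IP6 (mix at 1.3 mM/130 uM); top library doses 57.5 and 19.1 uM final.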
# GPT2 inhibitor: GPT2 alanine aminotransferase inhibition | 100,000 compounds, 0.25% hits | AID 1671188 | Potency, µM (highest dose often 57.7 µM), for inactives: top-dose activity change, negative = inhibition, usual class: inhibitors | Recombinant GPT2, coupled pyruvate oxidase/HRP Amplex Red fluorescence | Q8TD30; further: potency means the concentration at half of the fitted maximal effect; nearly all actives have a fitted effect of over 60% in size; many of its hits are not listed in these tables
# Target sequence (Q8TD30 whole entry, looked up): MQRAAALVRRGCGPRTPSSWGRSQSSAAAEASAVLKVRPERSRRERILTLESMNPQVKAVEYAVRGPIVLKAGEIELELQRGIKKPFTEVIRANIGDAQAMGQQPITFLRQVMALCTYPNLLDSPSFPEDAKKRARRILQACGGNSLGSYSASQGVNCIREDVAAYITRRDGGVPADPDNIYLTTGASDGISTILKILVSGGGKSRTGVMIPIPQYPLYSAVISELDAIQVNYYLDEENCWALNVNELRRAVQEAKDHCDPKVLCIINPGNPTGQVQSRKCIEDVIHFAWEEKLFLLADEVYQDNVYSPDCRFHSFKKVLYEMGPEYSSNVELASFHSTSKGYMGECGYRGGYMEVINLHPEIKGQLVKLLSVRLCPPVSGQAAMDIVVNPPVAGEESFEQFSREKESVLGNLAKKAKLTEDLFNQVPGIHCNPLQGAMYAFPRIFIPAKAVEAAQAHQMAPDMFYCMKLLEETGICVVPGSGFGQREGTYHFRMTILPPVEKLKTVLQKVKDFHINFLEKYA
#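 Inhibition is scored from Amplex Red fluorescence generated when pyruvate oxidase and HRP act on pyruvate released by GPT2. Reactions contain 10ng/uL enzyme, 250uM a-KG and 2mM L-alanine and run 30 min at room temperature.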
# SNCA expr inh: inhibitors of alpha-synuclein (SNCA) gene expression. 140,000 compounds, 0.17% hits. Potency, µM (top dose mostly 57.2 µM), inactives show top-dose activity change, negative = inhibition, usual class: inhibitors. HEK-293 SNCA-luciferase knock-in, luminescence, 24 h;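 further: potency means the concentration at half of the fitted maximal effect; plate controls were DMSO cells for no effect and cell-free wells for full effect; nearly all actives have a fitted effect of over 45% in size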
# FLuc inh: blocks purified firefly luciferase enzyme activity; purified P. pyralis luciferase, luminescence, biochemical; Potency, µM (doses to about 115 µM), inactives show at the highest dose activity change, negative = inhibition, most hits filed as inhibitors; 76,000 compounds, 2.5% hits; further: potency means the concentration at half of the fitted maximal effect; nearly all actives have a fitted effect of over 65% in size
# Target sequence (P08659 whole entry, looked up): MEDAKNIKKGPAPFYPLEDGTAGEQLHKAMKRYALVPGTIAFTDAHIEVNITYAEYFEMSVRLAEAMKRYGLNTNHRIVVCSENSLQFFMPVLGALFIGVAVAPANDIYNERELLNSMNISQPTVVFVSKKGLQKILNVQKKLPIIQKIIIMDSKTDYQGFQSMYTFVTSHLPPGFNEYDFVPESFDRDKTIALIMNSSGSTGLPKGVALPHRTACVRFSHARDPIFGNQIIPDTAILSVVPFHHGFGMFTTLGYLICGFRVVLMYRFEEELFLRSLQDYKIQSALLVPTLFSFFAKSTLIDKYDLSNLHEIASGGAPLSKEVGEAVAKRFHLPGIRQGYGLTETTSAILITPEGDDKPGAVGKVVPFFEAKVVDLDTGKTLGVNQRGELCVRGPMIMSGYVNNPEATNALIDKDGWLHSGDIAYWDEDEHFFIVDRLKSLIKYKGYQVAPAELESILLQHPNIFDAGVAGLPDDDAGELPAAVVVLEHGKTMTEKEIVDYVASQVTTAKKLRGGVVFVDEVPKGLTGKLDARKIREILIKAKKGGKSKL
#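 Purified 10nM P. pyralis luciferase with 10uM D-luciferin and 10uM ATP in 50mM Tris acetate pH 7.5, 10mM Mg acetate, 0.01% Tween-20, 0.05% BSA. qHTS titration; luminescence read by CCD imager.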
# HEK293 viab: cell viability loss counter-screen; HEK-293-SNCA-luc viability, GF-AFC fluorescence, 24 h; Potency, µM (doses to about 57.1 µM), inactives show at the highest dose activity change, negative = cytotoxicity, actives largely listed as cytotoxic; 150,000 compounds, 0.12% hits; AID 1671193;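 further: potency means the concentration at half of the fitted maximal effect; 0% = DMSO-treated cells and -100% = medium-only wells without cells; nearly all actives have a fitted effect of over 30% in size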
#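 HEK-293-SNCA-luc cells (1500/well) plated 24 h, then exposed 24 h to a dilution series; GF-AFC added 30 min at 37C, fluorescence 405/540 nm; normalised to medium-only and DMSO wells, Hill fit.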
# The depositor's hits bear a star; i = inactive; ? = inconclusive; nt = not tested or not shown; [ ] = remark or other dose. Unless noted, the call rests on the fitted dose curve; in most records, active means well fitted curve in the direction sought with a large enough effect; inconclusive means small, poorly fitted or top-dose-only effect, or another doubt; inactive means no such curve, though single readings can be large; an effect the other way counts as inactive or inconclusive. Unless noted, on the % scale 0 is the no-effect control and ±100 the full control effect.
# Second line of a record: HEK cytotox, HEK293 viab, FLuc inh, GPT2 inhibitor, 3T3 cytotox, IP6K1 inhibitor, SNCA expr inh
- Cc1nc(C)c(C(=O)N2CCC(c3noc(-c4ccccn4)n3)C2)s1 (centres undefined)
    -2%, 12%, -5%, 2%, -15%, 7, 0%
- COCCc1noc([C@@H]2CC(F)(F)CN2C(=O)Cn2cc(C)cn2)n1
    i, 8%, -2%, i, 1%, -5, 13%
- Cc1cn2nnc(C(=O)N3CCC(C(=O)NCc4ccccc4)CC3)c2c(=O)[nH]1
    2%, 3%, 1%, i, i, 10, 4%
- O=C(CCCn1c(=O)[nH]c2ccc(Br)cc2c1=O)N1CCN(c2cccc(Cl)c2)CC1
    nt, ?, nt, nt, nt, -23, ?
- COc1ccc(-c2noc(C(=O)N(C)C)c2[C@H](C)O)cc1
    14%[230 µM], -13%[87.6 µM], 8%[230 µM], i, -11%[174 µM], -18, 18%[87.6 µM]
- CCC(=O)N1CCc2cc(S(=O)(=O)N(C)c3cccc(C)c3)ccc21
    nt, 1%, nt, nt, nt, 23, 83%[activator]
- COc1cccc(-c2ccc3c(N)c(C(=O)Nc4ccc(C)c(F)c4)sc3n2)c1
    nt, ?, nt, nt, nt, -1, 49%[activator]
- O=C(NCCCN1CCCCC1)c1[nH]c2ccccc2c1Sc1ccc(Cl)cc1
    nt, ?, nt, nt, nt, 20, ?
- Cc1ccc(CNC(=O)C2CCCN(c3nn4cc(-c5ccc(C)cc5)nc4s3)C2)cc1 (centres undefined)
    nt, 3%, nt, nt, nt, 5, 123%[activator]
- CC(C)c1ccc(NC(=O)Cn2cc(S(=O)(=O)Cc3cccc(Cl)c3)c3ccccc32)cc1
    nt, -2%, nt, nt, nt, 3, 18%
- CC(C)N1C(=O)C2(CCCC2)C1C(=O)NCc1nc2ccccc2n1C (centres undefined)
    -11%, 7%, -3%, i, -20%, 7, 15%
- CNC(=O)c1cc(C)nc2onc(C3CCCN3C(=O)Cc3ccccn3)c12 (centres undefined)
    -13%, nt, nt, nt, -19%, -6, nt
- COCCn1ncc(N2CCC(C(=O)NCCCN3CCc4ccccc4C3)C2)cc1=O (centres undefined)
    1%, 3%, 3%, 2%, i, 4, -18%
- Cc1c(Cl)cccc1NC(=O)Nc1cccc(-c2nnc3n2CCCC3)c1
    -18%, -17%, 5%, i, -1%, -3, 11%
- COc1ccc(NC(=O)Cn2cnc3sc(C)c(S(=O)(=O)N4CCN(C)CC4)c3c2=O)cc1OC
    nt, 8%, nt, nt, nt, 1, 3%
- COc1ccc2cc1Nc1ccc(cc1)C[C@H](NCc1cccc(O)c1)C(=O)N(C)[C@@H](C(=O)Nc1ccccc1)C2
    ?, -11%, 5%, -21%, ?, 21, 4%
- O=C1OCC2(CCN(Cc3cccc(OC(F)(F)F)c3)C2)N1c1ccncc1 (centres undefined)
    100µM*, -5%[87.6 µM], 8%[172 µM], -2%[88.5 µM], ?, -7, ?
- Cc1ccc(CNC(=O)CCCCn2c(=O)c3ccccc3n(Cc3ccc(Cl)cc3)c2=O)cc1
    nt, 6%, nt, nt, nt, 1, 33%[activator]
- COc1ccc(S(=O)(=O)n2nc(C)c(S(=O)(=O)N3CCC(C)CC3)c2C)cc1OC
    nt, -17%, nt, nt, nt, 5, ?
- CC(=O)Nc1ccc(Nc2nc3c(S(=O)(=O)c4cccc(Cl)c4)nnn3c3ccsc23)cc1
    nt, -4%, nt, nt, nt, -2, -3%
- CN(Cc1ccccc1)C1CCOC2(CCN(C(=O)NCCc3ccccc3)CC2)C1 (centres undefined)
    -9%, -12%, ?, i, -12%, 4, 54%[activator]
- Cc1cc(C)c(CNC(=O)c2nc(-c3cccnc3)cc3c2ccn3C(C)C)c(=O)[nH]1
    100µM*, -16%[87.6 µM], 1%[172 µM], i, ?, 10, 3%[87.6 µM]
- CCc1ccc(C2CC(=O)c3c([nH]c(C(=O)OCc4ccc(C)cc4)c3C)C2)cc1 (centres undefined)
    nt, 1%, nt, nt, nt, 4, -1%
- CCOC(=O)c1c(NC(=O)/C=C/c2ccc(C)cc2)sc2c1CCCC2
    nt, -9%, nt, nt, nt, 1, 14%
- CCN1CC2(CCN(C(=O)c3ccc4c(c3)ncn4CCO)CC2)OC1=O
    -7%, -11%, 3%, 4%, -5%, 29, 13%
- CC(=O)N1CCN(C(=O)c2cc3ccccc3[nH]c2=O)CC(O)C1 (centres undefined)
    i, -3%, 2%, i, i, -11, -15%
- C=C(C)Cn1c(=O)c2c(nc3n2CCN3c2cc(C)cc(C)c2)n(C)c1=O
    nt, 4%, nt, nt, nt, 12, 6%
- CCOc1ccc2nc(N3CCCC(C(=O)NCCc4ccc(SC)cc4)C3)sc2c1 (centres undefined)
    nt, 6%, nt, nt, nt, -11, 132%[activator]
- Cc1ccc(NC(=O)CSc2ccc(-c3ccccn3)nn2)cc1F
    nt, 2%, nt, nt, nt, -10, 29%
- CC(C)CCN1CCC(N2CCN(C(=O)C3CC3)CC2)C1=O (centres undefined)
    ?, 3%, 3%, -2%, -10%, -2, 34%
- CCc1noc(-c2cn(C3CCN(C(=O)c4ccccc4)C3)nn2)n1 (centres undefined)
    -5%, -2%, 4%, i, -13%, 4, 2%
- O=C(C1COc2ccccc2O1)N1CCN(c2nc3c(F)cccc3s2)CC1 (centres undefined)
    nt, 4%, nt, nt, nt, 7, -20%
- COc1ccc(-c2noc(-c3cccn3CC(=O)N3CCN(c4ccccc4F)CC3)n2)cc1F
    ?, ?, -8%, i, ?, 1, -15%
- Cc1ccc(NC(=O)Cn2cc(C(=O)c3cccs3)c3ccccc32)cc1C
    nt, ?, nt, nt, nt, -2, -28%
- CC(C)CCN1CCC(N2CCN(C(=O)c3ccc(Br)o3)CC2)C1=O (centres undefined)
    -27%, 4%, -1%, i, -23%, 2, -7%
- O=C(CC1NC(=O)NC1=O)NCc1cccnc1Oc1ccccc1F (centres undefined)
    -25%, 1%, 8%, 1%, -1%, -10, 1%
- COc1ccc(N2CCN(S(=O)(=O)CCNC(=O)C3CC(=O)N(c4ccccc4)C3)CC2)cc1 (centres undefined)
    nt, 4%, nt, nt, nt, -13, 56%[activator]
- C=CCN(CCSc1ccccc1)C(=O)c1cnc(NCC)nc1
    -5%, -1%, -20%, -16%, -16%, 12, 91%[activator]
- COCCNC(=O)[C@@H]1CCC[C@@H](NCC2CC2)CN(C)C(=O)C1
    i, 3%[87.6 µM], -6%[172 µM], 1%[88.5 µM], 3%[174 µM], -10, -18%[87.6 µM]
- O=C(CN1C(=O)C2CCCCN2c2ccc(C(=O)N3CCCC3)cc21)NCc1cccc(Cl)c1 (centres undefined)
    nt, 3%, nt, nt, nt, 0, -8%
- COc1ccc(-c2ccnc3nc(C(C)C)nn23)cc1OC
    -1%, 0%, 1%, i, ?, -5, -16%
- CCOCCCNC(=O)c1ccc2c(=O)n(CCc3ccc(OC)c(OC)c3)c(=O)[nH]c2c1
    nt, 5%, nt, nt, nt, 11, 8%
- CC(C)c1ccc2c(c1)C(O)CC1C(C)(C(=O)O)CCCC21C (centres undefined)
    nt, -7%, nt, i, nt, 23, nt
- COCCc1noc(-c2ccccc2OC2CN(C(=O)c3cnc(C)cn3)C2)n1
    4%, 0%, 0%, i, i, 12, -21%
- O=C1CCC(C(=O)N(CC2CCN(Cc3ccccc3F)CC2)CC2CCCO2)=NN1 (centres undefined)
    -7%, -5%, -16%, i, -2%, -10, -22%
- O=C(Nc1ccc(Oc2ccccc2)cc1)O[C@@H]1CO[C@H]2[C@@H]1OC[C@@H]2NS(=O)(=O)c1ccc(Cl)cc1
    35µM*, -14%, 7%, -2%, 32µM*, 8, ?
- O=C(NCC1(COc2ccc(C(F)(F)F)cn2)C[C@@H](O)[C@@H](O)C1)c1cnccn1 (some centres undefined)
    0%, -10%, 0%, -13%, -2%, -1, 0%
- O=C1NCCCCCN(C(=O)c2nccc3ccccc23)[C@H]2CCC[C@@H]12
    ?, -1%, 4%, ?, -11%, -10, 11%
- COCCOc1ccc2c(n1)CCN(C(=O)c1cc(OC)cc(OC)c1)C2
    -1%, 1%[12.5 µM], 6%, i, i, 3, 24%
- COc1ccccc1NC(=O)CCC(=O)N1CC(C)Oc2ccc(C)cc21 (centres undefined)
    nt, 4%, nt, nt, nt, 9, -3%
- CCOC(=O)c1ccc(NC(=O)c2cn(-c3ccccc3)nc2-c2ccc(C)cc2)cc1
    nt, 5%, nt, nt, nt, -8, 14%
- CCCCN1C(=O)NC(c2ccc(OCC)cc2)C2=C1COC2=O (centres undefined)
    -27%, 6%, 3%, i, -25%, -11, 11%
- CNC(=O)c1cc(C2CC2)nc2onc(C3CCN(C(=O)N4CCOCC4)C3)c12 (centres undefined)
    -2%, nt, nt, nt, -17%, -5, nt
- O=C(C[C@@H]1C[C@H]2O[C@H](CNCc3ccncc3F)[C@@H](O)[C@H]2O1)N1CCOCC1
    -3%[172 µM], -5%[87.6 µM], -5%[172 µM], -12%[88.5 µM], -11%[174 µM], 4, -2%[87.6 µM]
- COc1ccccc1OCCNC(=O)[C@]12CCCC[C@@H]1N(C)C(=O)CC2
    -1%, -3%, -4%, 3%, -9%, 0, 12%
- COc1ccc(C(=O)NNc2ncnc3c2cnn3-c2ccccc2)cc1
    nt, -11%, nt, nt, nt, 10, 34%
- Cc1ccc(-c2nc(CS(=O)CC(=O)NCc3ccccc3Cl)c(C)o2)cc1 (centres undefined)
    nt, 2%, nt, nt, nt, 9, 26%
- O=C(NCc1ccc(Cl)cc1)c1nc2sccn2c1-c1ccncc1
    ?, -17%, nt, -5%, ?, 6, 39%[activator]
- COc1ccccc1C(=O)Nc1c(C(=O)N(C)c2ccccc2)sc2nc(C)cc(C)c12
    nt, 8%, nt, nt, nt, -13, 8%
- CCC(=O)N1CCc2cc(OC)c(OC)cc2C1COc1ccc2c(C)cc(=O)oc2c1 (centres undefined)
    nt, -4%, nt, nt, nt, -31*, 22%

# Following part.
# Second line of a record: HEK cytotox, HEK293 viab, FLuc inh, GPT2 inhibitor, 3T3 cytotox, IP6K1 inhibitor, SNCA expr inh
- O=C(NCC1CC1)[C@H]1CN(Cc2ccccc2)C[C@H]1C(=O)O
    -22%, 3%, -6%, ?, -12%, 5, 17%
- O=C(O)c1ccc(CN[C@@H]2CO[C@H](CNC(=O)c3ccccc3)[C@H]2O)cc1
    -1%[172 µM], 5%[87.6 µM], 2%[172 µM], -7%[88.5 µM], -7%[174 µM], 18, -8%[87.6 µM]
- c1coc(CN2CC(Oc3ccc(-c4noc(-c5ccncc5)n4)cc3)C2)c1
    18µM*, -9%, 4µM*, i, ?, -2, 5%
- Cc1cccc(=O)n1CCC(=O)NCc1cc2n(n1)CCN(C(=O)N(C)C)C2
    -13%, -1%, 5%, -25%[11.5 µM], -2%, -3, 56%[activator]
- O=C(NC1CCN(c2cc(-c3cccs3)[nH]n2)C1)c1ccc2[nH]ccc2c1 (centres undefined)
    ?, -12%, -13%, -16%, ?, -4, -3%

# Source: PubChem BioAssay (National Center for Advancing Translational Sciences (NCATS))
